High-throughput results deposited in PubChem BioAssay by Broad Institute.
Cneo AK release = Cryptococcus neoformans cell lysis inducers, primary screen, AK release luminescence, single concentration. actives 0.2% (n = 360,000). C. neoformans lysis, adenylate kinase release luminescence, 4 h; normalised: neutral wells 0, clomiphene wells 100. AID 651654, 2012. lysis activity, % at 15 µM;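 active = mean lysis activity across replicates of at least 80%, whatever share of replicates individually reach that level; inactive = mean lysis activity below 80%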
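Test system: log-phase Cryptococcus neoformans yeast cells. Input: 5 × 10^6 yeast cells/mL. Medium: fresh YPD growth medium. Doses: single dose. Incubation: static 4 h at 37 °C with compound, 1 h detection. Measured by: luminescent adenylate kinase detection reagent. Read-out: signal increase indicating cell lysis. Benchmarks: Clomiphene.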
miR122 inh = miR-122 Renilla sensor signal increase in Huh7, primary screen, miR-122 inhibitor project, cell-based, single point, plate reader; activation (reporter increase), % at 12.5 µM; Huh7 miR-122 Renilla luciferase sensor, 48 h; neutral wells = 0, positive control = 100; AID 602342, 2012; actives 0.3% (n = 340,000);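 active = mean replicate activation score at least 90 and every replicate individually at or above 90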;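 note: higher luciferase means less miR-122 activity so hits act as miR-122 inhibitors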
PAX8 inh HTS = inhibitors of PAX8-driven TPO luciferase reporter, primary screen, RMG-I cells, single concentration; SteadyGlo, 24 h; inhibition, % at 12.6 µM; actives 1.2% (n = 360,000); AID 652154, 2013;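 active = mean replicate inhibition at least 60% with every replicate also reaching 60%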;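 note: luciferase light reporting Pax8 driven TPO promoter activity; plate controls were median of neutral control wells for no effect and mitoxantrone controls for full effect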
FN deposition inh = inhibitors of fibronectin matrix deposition, primary screen, AH1F cells, Alexa488-fibronectin fluorescence, plate reader; AH1F fibroblasts, overnight; inhibition, % at 12.6 µM; actives 0.086% (n = 350,000);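 active = mean inhibition across replicates of 30% or more, regardless of how many single replicates reach that level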;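 note: positive control wells lacked labelled fibronectin entirely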
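Material – AH1F fibroblast monolayer, labelled fibronectin deposition · Reagent – labelled fibronectin 24 nM · Timing – 1 h adhesion, overnight exposure · Measured by – fluorescence at 485 nm excitation, 525 nm emission · Read-out – inhibition of fibronectin deposition signal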
EWS-Fli block = EWS/Fli-driven NR0B1 reporter inhibitors, primary screen, A673 cells, NR0B1 luciferase, luminescence, MLPCN library | inhibition, % at 12.6 µM | actives 0.67% (n = 350,000) | viability-normalised | AID 651661, 2012;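 active = mean inhibition of at least 50% after viability correction, with every replicate also passing that limit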;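 note: firefly luciferase signal divided by Alamar Blue viability fluorescence both relative to DMSO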
PGC1a acetyl inh = inhibitors of PGC1a acetylation signal, primary screen, cell-based, U2OS, AlphaScreen, inhibitor mode; inhibition, % at 15.6 µM; actives 0.17% (n = 350,000); AlphaScreen anti-acetyl-lysine; with virally co-expressed GCN5 acetyltransferase;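 active = every replicate shows inhibition of at least 40%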;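 note: 0% = neutral control wells and 100% = positive control wells; some results beyond the cut were filed as inactive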
Casp6 inh = human caspase-6 inhibitors, primary screen, biochemical, VEID-R110 fluorescence, single point, set 2. P55212. purified caspase-6, Z-VEID-R110 cleavage fluorescence. inhibition, % at 12.5 µM. actives 0.53% (n = 350,000). AID 686996, 2013;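 active = mean inhibition across replicates at least about 35%, with every replicate also reaching that limit, limit read from the data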;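 note: 0% = median of neutral control wells and 100% = no fluorescence left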
Target sequence (P55212 24-179 limits assumed): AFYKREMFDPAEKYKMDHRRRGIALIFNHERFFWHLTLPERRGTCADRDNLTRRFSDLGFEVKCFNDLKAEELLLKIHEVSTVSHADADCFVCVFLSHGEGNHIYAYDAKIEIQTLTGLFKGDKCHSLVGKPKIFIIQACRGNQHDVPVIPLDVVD
Target sequence (P55212 194-293 limits assumed): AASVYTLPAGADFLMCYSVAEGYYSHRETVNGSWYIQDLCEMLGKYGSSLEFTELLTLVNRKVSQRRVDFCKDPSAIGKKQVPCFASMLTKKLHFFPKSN
LGR2 antag = inhibitors of bursicon-induced LGR2 CRE-luciferase signal, primary screen, cell-based, HEK293, CRE-luciferase reporter, bursicon stimulation | bursicon-stimulated, 4 h | inhibition, % at 9.99 µM | Drosophila bursicon receptor LGR2 (rickets) | actives 0.35% (n = 380,000);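 active = drop in luminescence signal, shown as inhibition above about 50% in the replicate tests, limit read from the data, passing the limit was not always enough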;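 note: agonist challenge used bursicon conditioned medium at about half maximal strength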
* marks the source's active call; other numbers are inactive results; . = no result given; [ ] = another dose, or the depositor's remark.

SMILES | Cneo AK release | miR122 inh | PAX8 inh HTS | FN deposition inh | EWS-Fli block | PGC1a acetyl inh | Casp6 inh | LGR2 antag
COC(=O)c1cc2c(ccn2-c2ccc(F)cc2)n1CC(C)C | -4.2 | 5.1 | . | 3.9 | . | -15.9 | . | .
O=C(Cc1ccccc1)N/N=C/c1ccc(S(=O)(=O)O)o1 | 6.0 | -5.1 | -65.0 | -6.8 | 7.7 | -5.1 | -1.4 | 3.6
CCCC#Cc1cnc2c(c1)C(=O)N([C@H](C)CO)C[C@@H](C)[C@H](CN(C)C(=O)c1ccc(F)cc1)O2 | 48.4 | -2.5[16.7 µM] | . | . | 2.5 | -2.4 | -1.7 | 13.2
Cc1ccc(C(C)NC(=O)c2cc(C)oc2C)cc1 (configuration not stated) | -0.4 | -11.9 | 5.7 | 0.9 | . | . | . | .
COc1ccc(-c2c[n+]3c(n2-c2c(C)n(C)n(-c4ccccc4)c2=O)CCCCC3)cc1 | . | -3.4 | -0.1 | -0.8 | -5.0 | 19.2 | -3.4 | 13.1
O=C(CNS(=O)(=O)c1ccccc1)Nc1cccc([N+](=O)[O-])c1 | . | . | 1.3 | -2.4 | -8.3 | -3.5 | 2.8 | 19.5
CCC(C)(C)NC(=O)C(c1ccc(O)cc1)N(CCOC)C(=O)CCC(=O)Nc1nccs1 (configuration not stated) | 0.6 | -0.1 | -2.4 | -2.2 | -3.5 | -1.3 | 6.1 | -8.4
CCOc1nc(Nc2ccc(OC)c(Cl)c2)nc(N2CCN(c3ccc(OC)cc3)CC2)n1 | -0.2 | -4.5 | . | . | . | 4.8 | . | 0.9
COc1ccc(C(=O)CSc2nc3ncccc3[nH]2)cc1OC | -0.9 | -3.8 | -7.7 | -0.7 | -1.4 | -15.1 | -0.6 | -11.3
CO[C@H]1CC[C@H]2CCN(C)C(=O)CCCN(C)C(=O)c3cc(C#N)ccc3OC[C@H]1O2 | -0.8 | . | 8.3 | -4.0 | -8.8 | . | -1.6 | -22.1
COc1ccc(CCNC(=O)C/C(C)=N/NC(=O)c2cnccn2)cc1 | -5.5 | -0.5 | -4.2 | -1.6 | 3.3 | -15.7 | 7.2 | -15.5
O=C(NNC(=O)c1ccc[nH]1)c1cc(Cl)cc(Cl)c1 | -1.0 | -5.3 | 7.4 | -0.6 | 2.7 | . | -0.9 | 1.9
CCCCNC(=O)CNC(=O)c1nn(-c2ccc(OC)c(Cl)c2)c(=O)c2ccccc12 | . | . | 34.6 | -7.1 | 12.0 | . | -1.6 | 1.1
Nc1ccc(Sc2nc3ccccc3[nH]2)cc1 | . | . | -6.5 | -1.5 | -19.3 | 5.1 | -2.7 | 0.1
O=C(O)C[C@@H]1C=C[C@@H](NC(=O)c2ccccc2F)[C@@H](CO)O1 | -5.6 | . | -3.5 | -7.3 | 4.4 | 2.2 | 0.6 | -8.7
C[C@H](CO)N1C[C@H](C)[C@H](CN(C)Cc2ccc(-c3ccccc3)cc2)Oc2c(NC(=O)c3ccncc3)cccc2C1=O | 111.4* | 27.9[16.7 µM] | -1.2 | 2.7 | 12.2 | 2.6 | 1.4 | -6.1
CSc1ncccc1C(=O)N1CCC1(C)C(=O)NC(C)C (configuration not stated) | -0.5 | -3.6 | -0.5 | -1.1 | -3.1 | 3.3 | -0.3 | 16.8
CNC[C@H]1OCCCC[C@@H](C)Oc2ccc(NC(=O)Nc3ccc(OC)cc3)cc2C(=O)N([C@@H](C)CO)C[C@@H]1C | 1.5 | 4.0[16.7 µM] | 1.1 | -5.6 | -8.0 | 14.8 | 1.7 | -5.3
O=C(c1ccc2c(c1)OCCO2)N1CCN(c2ncc(C(F)(F)F)cc2Cl)CC1 | 0.0 | -2.0 | 10.5 | -7.4 | 1.7 | -2.9 | 0.0 | 9.3
CCSc1nnc([C@H](Cc2ccccc2)NC(=O)OC(C)(C)C)o1 | 2.8 | -3.4 | . | 18.8 | . | -3.2 | . | .

Three consecutive compounds from above, quoted:
SMILES | Cneo AK release | miR122 inh | PAX8 inh HTS | FN deposition inh | EWS-Fli block | PGC1a acetyl inh | Casp6 inh | LGR2 antag
CCC(C)(C)NC(=O)C(c1ccc(O)cc1)N(CCOC)C(=O)CCC(=O)Nc1nccs1 (configuration not stated) | 0.6 | -0.1 | -2.4 | -2.2 | -3.5 | -1.3 | 6.1 | -8.4
CCOc1nc(Nc2ccc(OC)c(Cl)c2)nc(N2CCN(c3ccc(OC)cc3)CC2)n1 | -0.2 | -4.5 | . | . | . | 4.8 | . | 0.9
COc1ccc(C(=O)CSc2nc3ncccc3[nH]2)cc1OC | -0.9 | -3.8 | -7.7 | -0.7 | -1.4 | -15.1 | -0.6 | -11.3

(cont.)
SMILES | Cneo AK release | miR122 inh | PAX8 inh HTS | FN deposition inh | EWS-Fli block | PGC1a acetyl inh | Casp6 inh | LGR2 antag
OCCC1CN(Cc2ccc3c(c2)CCO3)CCN1Cc1ccc(F)cc1 (configuration not stated) | . | . | -4.7 | 0.8 | 21.3 | . | 1.1 | 5.6
O=C(C[C@@H]1C=C[C@H](NC(=O)CC2CC2)[C@H](CO)O1)NCC(F)(F)F | 46.5 | . | . | 8.0 | . | 1.6 | -1.5 | -8.5
O=C(Nc1cccc(F)c1)N1CCCCN2[C@@H](CO)[C@@H](c3ccc(-c4ccncc4)cc3)[C@@H]2C1 | 0.2 | -4.9[16.7 µM] | 110.0* | . | 4.0 | -7.9 | -2.9 | 4.3
O=C(CSc1nnnn1C1CC1)Nc1ccc(S(=O)(=O)N2CCOCC2)cc1 | -2.3 | . | -15.2 | -2.3 | 9.7 | . | 0.0 | 2.1
Cc1ccccc1-c1ccc([C@H]2[C@@H](CO)N3CCCCN(Cc4cccnc4)C[C@H]23)cc1 | 3.7 | 12.8[16.7 µM] | 4.3 | . | 13.0 | -18.5 | 5.5 | -8.8
C=CCOc1ccc(CNn2nnnc2N)cc1 | -0.3 | -1.9 | . | . | . | -3.5 | -1.5 | -10.0
Cc1nc2cc(-c3cccc(F)c3)nn2c(C)c1CCC(=O)N1CCN(c2ccccn2)CC1 | 3.6 | 3.2 | -18.4 | 0.4 | 41.2 | 1.4 | -0.8 | .
CCOc1ccccc1N(CC)C(=O)c1ccc2c(=O)n3c(nc2c1)CCCCC3 | -0.1 | 8.6 | 7.2 | 4.9 | 7.4 | -5.2 | 2.7 | 5.9
COc1ccc2c3c([nH]c2c1)[C@@H](CO)N(CC1CCCCC1)CC31CN(C(=O)C2CCOCC2)C1 | . | . | -9.0 | -6.6 | -1.0 | -8.8 | 5.0 | -3.2
Cc1ccc(C(=O)NCC(=O)N2CCN(S(=O)(=O)c3cccs3)CC2)s1 | -0.8 | -5.3 | -1.1 | -5.3 | 8.0 | 11.4 | -0.5 | 7.5
COc1cc(OC)c(CN2CCCN(C)CC2)cc1Br | 2.9 | -3.2 | 12.4 | -6.6 | -13.4 | -2.9 | -7.4 | 2.4
COc1cccc(NC(=O)N[C@H]2CC[C@H](CC(=O)Nc3ccccc3)O[C@H]2CO)c1 | 1.3 | . | 10.0 | -17.1 | -3.4 | 8.7 | 1.1 | -1.9
O=C(COC(=O)c1ccc2ccccc2n1)Nc1cccc(S(=O)(=O)NC2=NCCCCC2)c1 | . | . | 14.2 | 1.6 | 0.3 | . | 1.4 | 15.5
NC(=O)c1ccc(N2CCN(S(=O)(=O)c3cccs3)CC2)c([N+](=O)[O-])c1 | 2.8 | -15.2 | 29.6 | -6.0 | 10.2 | -3.8 | 0.5 | -1.6
CC1Oc2ccccc2N(Cc2ccc(F)cc2)C1=O (configuration not stated) | -2.6 | -0.9 | 7.2 | -1.1 | -0.2 | 9.9 | 0.2 | 9.4
Fc1cccc(Cc2c(-c3cccc(Br)c3)nc3ccc(Cl)cn23)c1 | -0.4 | 5.4 | -80.6 | -9.2 | -41.0 | -3.5 | -1.4 | -53.6
CO[C@H]1CC[C@H]2CCN(C)C(=O)[C@@H](C)[C@H](OC)CN(C)C(=O)c3cccc(C#N)c3OC[C@H]1O2 | -3.6 | . | -3.6 | -2.7 | -1.7 | 3.5 | 1.4 | -15.7
CC(C)(C)c1ccc(OCC(=O)N2CCN(c3ccccn3)CC2)cc1 | -2.3 | . | 10.6 | -2.5 | 6.0 | . | 3.5 | -16.0
Cc1ccc(C(=O)C[n+]2cc(Br)cc(Br)c2)cc1 | -1.8 | 3.1 | -6.9 | -0.1 | 10.4 | 5.5 | 3.1 | 1.3
CN(CC(=O)NC1CCCc2ccccc21)S(=O)(=O)c1ccc2c(c1)c(=O)n(C)c(=O)n2C (configuration not stated) | -1.3 | -2.9 | -4.2 | -3.4 | -1.8 | -3.8 | -1.5 | -11.7
C/C(=N\NC(=O)CC1N=C(Cc2ccccc2)NNC1=O)c1ccncc1 (configuration not stated) | . | . | 7.9 | 3.2 | 6.0 | . | -2.2 | -2.1
O=c1[nH]c(/C=C\c2cccnc2)c([N+](=O)[O-])c(=O)[nH]1 | . | -6.6 | 0.1 | -3.1 | 2.3 | 4.5 | . | 21.0
CCC(=O)N1C[C@H](C)[C@@H](OC)CN(C)C(=O)c2cc(NC(=O)Nc3ccc(Cl)cc3)ccc2OC[C@H]1C | 41.9 | 3.1[16.7 µM] | . | 5.7 | 3.3 | -0.8 | . | -17.9
COc1ccc(-c2csc(C(O)c3cccnc3)n2)cn1 (configuration not stated) | -0.6 | 0.2 | -19.3 | 14.5 | -19.4 | 12.6 | 1.1 | -20.6
CC(=O)N1c2ccc(S(=O)(=O)NCC3CCC(C(=O)N4CCCC(C)C4)CC3)cc2CC1C (configuration not stated) | 0.5 | 8.1 | -11.3 | -17.4 | . | -7.5 | -4.7 | 12.5
CCCC(=O)Nc1ccc2c(c1)OC[C@H](C)N(Cc1ccccc1)C[C@H](C)[C@@H](OC)CN(C)C2=O | . | . | . | 1.0 | -2.1 | -5.6 | 1.6 | 10.4
C[C@@H]1CN([C@H](C)CO)C(=O)c2cc(C#CCc3ccccc3)cnc2O[C@@H]1CN(C)Cc1ccccn1 | 0.0 | -2.7[16.7 µM] | . | -1.6 | 3.0 | 9.6 | -1.1 | -0.5
CCOc1ccc(Cl)cc1Nc1nc(NCCO)nc(N2CCCC2)n1 | 2.1 | . | 15.0 | 5.2 | 10.2 | . | -1.4 | -6.4
NNc1nc2sc3c(c2c(=O)n1Cc1ccccc1)CCC3 | -0.5 | -5.0 | 4.0 | -11.4 | -11.3 | 20.7 | 2.3 | -10.6
COc1ccc(CC(=O)Oc2ccc(C(C)(C)C)cc2)cc1S(=O)(=O)N1CCOCC1 | -1.5 | 12.1 | . | 6.1 | 3.2 | . | -1.9 | 0.7
COc1ccc(/C=C2\SC(=S)N(CCC(=O)N3CCCCC3CCO)C2=O)cc1 (configuration not stated) | 1.5 | 0.8 | 14.0 | -1.9 | 27.9 | 5.4 | 1.3 | 13.3
Cc1nc(NCc2ccccn2)c2ccccc2n1 | 0.8 | -9.8 | . | . | . | 1.6 | . | 20.0
COc1ccc(O)c(/C=N/NC(=O)CCC(=O)Nc2cccc(C)c2)c1 | . | . | 2.7 | 12.1 | 6.8 | . | -1.8 | -12.4
Cc1ccc(S(=O)(=O)n2cnc3ccccc32)cc1 | -0.3 | -0.4 | . | 3.9 | . | -1.1 | . | .

No enrichment for hits. About 2.5% of those tested had a hit in this group.
